S aureus QS inh: inhibitors of bacterial quorum sensing in S. aureus; S. aureus RN6390 RNAIII-GFP reporter, AIP-induced, flow cytometry 3 h; hit rate 0.3% among 24,000; inhibition, % at 2 µM;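 active means share of bacteria positive for the green fluorescent reporter and its mean brightness both inhibited by 50% or more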;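 further: 0% = AIP-stimulated control and 100% = unstimulated bacteria without AIP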
S aureus QS inh GFP MFI %: second read-out of S aureus QS inh, no call of its own (marks repeat the call); inhibition, %; measured here: inhibition of GFP MFI
* marks the source's active call; other numbers are inactive results.

How did CN(C)CCOC(C)(c1ccccc1)c1ccccn1 (centres undefined) do in these assays?
S aureus QS inh: -0.8; S aureus QS inh GFP MFI %: -20.6

How did CCN(CC)CCNC(=O)c1cc(Cl)c(N)cc1OC do in these assays?
S aureus QS inh: 0.1; S aureus QS inh GFP MFI %: 3.1

Results for OCCN1CCN(CCCN2c3ccccc3Sc3ccc(Cl)cc32)CC1 ?
S aureus QS inh: 14.0; S aureus QS inh GFP MFI %: 23.9

Results for CCC(C)n1ncn(-c2ccc(N3CCN(c4ccc(OCC5COC(Cn6cncn6)(c6ccc(Cl)cc6Cl)O5)cc4)CC3)cc2)c1=O (centres undefined) ?
S aureus QS inh: 2.6; S aureus QS inh GFP MFI %: 7.5

Results for C[C@]12CCC(=O)C=C1CC[C@@H]1[C@@H]2CC[C@@]2(C)[C@H]1CC[C@]2(O)C(=O)CO ?
S aureus QS inh: -2.1; S aureus QS inh GFP MFI %: -5.3

How did Oc1ccc(/C=C/c2cc(O)cc(O)c2)cc1 do in these assays?
S aureus QS inh: 2.0; S aureus QS inh GFP MFI %: 1.3

Results for O=S(=O)(c1cccc2cnccc12)N1CCCNCC1 ?
S aureus QS inh: -7.3; S aureus QS inh GFP MFI %: -33.3

How did Cc1nc2ccccn2c(=O)c1CCN1CCC(C(=O)c2ccc(F)cc2)CC1 do in these assays?
S aureus QS inh: -3.9; S aureus QS inh GFP MFI %: -10.0

Entries above containing a Cl atom (3):
How did CCN(CC)CCNC(=O)c1cc(Cl)c(N)cc1OC do in these assays?
S aureus QS inh: 0.1; S aureus QS inh GFP MFI %: 3.1

Results for OCCN1CCN(CCCN2c3ccccc3Sc3ccc(Cl)cc32)CC1 ?
S aureus QS inh: 14.0; S aureus QS inh GFP MFI %: 23.9

Results for CCC(C)n1ncn(-c2ccc(N3CCN(c4ccc(OCC5COC(Cn6cncn6)(c6ccc(Cl)cc6Cl)O5)cc4)CC3)cc2)c1=O (centres undefined) ?
S aureus QS inh: 2.6; S aureus QS inh GFP MFI %: 7.5

The list is partial. The share of hits here may be higher or lower than overall.
